Screening data: PubChem, Broad Institute
PglD inh: blocks C. jejuni PglD acetyltransferase activity. inhibition, % at 12.5 µM. 360,000 compounds, 0.098% hits. purified PglD enzyme, DTNB colorimetric CoA detection; in the data active = inhibition above about 16%, passing the limit was not always enough; inconclusive = no clear call, values can overlap the other calls; also: strong numbers were not always called active
PAX8 reporter: lowers PAX8-driven luciferase in RMG-I cells; RMG-I TPO-luciferase reporter, SteadyGlo, 24 h; inhibition, % at 12.6 µM; 360,000 compounds, 1.2% hits; AID 652154;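 active = mean replicate inhibition at least 60% with every replicate also reaching 60%; inconclusive = only one of the two criteria is met; inactive = mean below 60% and not all replicates reaching 60%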;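 also: luciferase light reporting Pax8 driven TPO promoter activity; plate controls were median of neutral control wells for no effect and mitoxantrone controls for full effect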
INS-1E GSIS act: primary screen for activators of insulin secretion dependent on glucose, INS-1E cells, GLuc reporter luminescence | INS-1E GLuc reporter insulin secretion, 2-3 h | activation, % at 16.6 µM | 370,000 compounds, 0.61% hits | AID 743287;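 active = lowest replicate activation of at least 40%, so every replicate reaches that level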;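 also: 0% = median of neutral control wells and 100% = median of IBMX positive control wells; some compounds called inactive have numbers as strong as hits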
C2C12 statin: suppression of simvastatin myotoxicity. C2C12 myotubes + simvastatin, ATP luminescence, 48 h; scaled: DMSO 0, geranylgeraniol control 100. rescue of ATP level, % at 7.49 µM. 330,000 compounds, 0.78% hits;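 active = mean ATP rescue above about 67%, or every replicate alone reaching that limit, limit read from the data, passing the limit was not always enough; inconclusive = no clear call, values can overlap the other calls; inactive = mean under the limit and some replicate under it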;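 also: myotubes were challenged with 10 µM simvastatin during compound exposure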
LGR2 inh: blocks bursicon-induced cAMP signaling via Drosophila LGR2. 380,000 compounds, 0.35% hits. HEK293 LGR2, CRE-luciferase, bursicon-stimulated, 4 h. inhibition, % at 9.99 µM;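 active = drop in luminescence signal, shown as inhibition above about 50% in the replicate tests, limit read from the data, passing the limit was not always enough; inconclusive = probably only some replicates passing the limit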;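 also: agonist challenge used bursicon conditioned medium at about half maximal strength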
PGC1a acetyl inh: PGC1a acetylation modulation, inhibitor mode; U2OS PGC1a acetylation, AlphaScreen anti-acetyl-lysine; with virally co-expressed GCN5 acetyltransferase; inhibition, % at 15.6 µM; 350,000 compounds, 0.17% hits;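 active = every replicate shows inhibition of at least 40%; inconclusive = mean inhibition at least 40% but some replicate below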;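 also: 0% = neutral control wells and 100% = positive control wells; some results beyond the cut were filed as inactive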
Cneo AK release: Cryptococcus neoformans lysis via adenylate kinase release; C. neoformans lysis, adenylate kinase release luminescence, 4 h; normalised: neutral wells 0, clomiphene wells 100; lysis activity, % at 15 µM; 360,000 compounds, 0.2% hits;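 active = mean lysis activity across replicates of at least 80%, whatever share of replicates individually reach that level; inactive = mean lysis activity below 80%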
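Signal: Adenylate kinase release luminescence | Assay system: Log-phase Cryptococcus neoformans yeast cells | Input: Cells at 5 × 10^6 per mL | Buffer or medium: Fresh YPD growth medium | Compound: Single dose | Schedule: Static 4 h at 37 °C with compound, 1 h detection | Controls: Clomiphene | Read-out: Luminescence rise reflecting yeast cell lysis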
ARNT-TACC3 inh: disrupts binding between human ARNT and TACC3; Q9Y6A5; AlphaScreen His-ARNT PAS-B/GST-TACC3 binding, luminescence; TACC3 fragment carries E629A point mutation; inhibition, % at 9.99 µM; 390,000 compounds, 0.66% hits; AID 623870;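 active = mean inhibition of replicates at least 50% and at least half of replicates each reaching 50%; inconclusive = half or more replicates reach 50% but mean below 50%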;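 also: 0% = complete ARNT plus TACC3 wells and 100% = ARNT alone without TACC3; many hits fall short of the cut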
* = called active by the depositor; ? = inconclusive; · = no result given.

SMILES	PglD inh	PAX8 reporter	INS-1E GSIS act	C2C12 statin	LGR2 inh	PGC1a acetyl inh	Cneo AK release	ARNT-TACC3 inh
COc1cccc(NC(=O)COc2cccc(-n3cnnn3)c2)c1	·	4.2	8.1	·	19.1	·	·	0.0
C[C@@H]1CCCCO[C@H](CN(C)C(=O)Nc2ccccc2)[C@H](C)CN([C@@H](C)CO)C(=O)c2cc(NC(=O)NC3CCCCC3)ccc2O1	-3.7	13.1	7.0	·	-12.2	-4.7	1.7	-5.1
COc1ccc(C(C)(C)C)cc1NC(=O)CSc1ncn[nH]1	-0.4	·	2.5	-17.4	-6.0	-32.6	-0.5	6.3
COCC(=O)N[C@@H]1C=C[C@@H](CC(=O)NCc2ccc(Cl)cc2)O[C@H]1CO	2.9	10.9	4.9	-9.5	9.1	3.2	13.1	-1.2
Cc1ccnc(N2CCC(C(=O)Nc3ccc(Oc4ccccc4)cc3)CC2)n1	-3.6	0.8	·	·	·	·	2.2	-4.1
CCCC#Cc1ccc2c(c1)O[C@@H](CN(C)C(=O)c1ccccc1)[C@@H](C)CN([C@H](C)CO)S2(=O)=O	0.4	·	-24.2	-9.5	-11.6	1.4	52.6	3.6
O=C(N[C@@H]1CC[C@@H](CCn2cc(-c3ccc(F)cc3)nn2)O[C@@H]1CO)c1cnccn1	-3.6	1.7	3.7	6.2	-2.2	-9.4	0.0	3.4
CC1(C)C(c2cccs2)=NC(c2ccccc2)N1O (stereo not drawn)	-0.2	·	16.8	6.3	-0.3	-11.5	0.5	3.6
O=C(Nc1ccc2nccnc2c1)Nc1ccccc1Cl	-7.1	-141.6	1.0	-17.8	-39.9	·	-3.7	0.1
CO[C@@H]1CN(C)C(=O)c2cc(NC(=O)CC(F)(F)F)ccc2OC[C@@H](C)N(CC2CC2)C[C@H]1C	·	-31.3	4.0	·	28.4	3.6	·	·
Cc1noc(C)c1NC(=O)Nc1ccc2c(c1)CC(=O)N([C@H](C)CO)C[C@H](C)[C@@H](CN(C)CC1CC1)O2	4.1	-28.1	-6.7	-5.8	12.5	-3.1	-5.6	-4.3
COc1ccc(CNCC(O)(c2ccc(Cl)cc2)c2ccc(Cl)cc2)cc1	7.4	·	·	-60.6	·	-6.1	-1.8	3.0
COc1ccc(C2=NN(CCC(=O)NCc3cccs3)C(=O)CC2)cc1	-5.9	-1.9	-2.2	0.4	-0.7	10.9	-0.4	-3.0
CCOc1ccc(OCCOC(=O)C2CCN(S(=O)(=O)c3ccc(C)c(C)c3)CC2)cc1	·	-4.6	-9.4	-21.6	0.8	·	·	0.3
O=[N+]([O-])c1ccc(Cl)c(S(=O)(=O)Nc2cccc(S(=O)(=O)NC3=NCCC3)c2)c1	1.4	16.2	·	2.1	4.2	24.5	-3.2	1.5
CCOC(=O)N1CCN(C(=O)C2CCCN(Cc3nc(-c4ccc(Cl)cc4)oc3C)C2)CC1 (stereo not drawn)	-1.1	50.4	-7.5	-1.2	19.0	-2.0	-0.4	-4.1
COc1cc(C(C)=O)ccc1OCC(=O)NCCCn1nc(C)cc1C	3.1	3.8	26.5	0.4	-6.7	·	2.2	·
c1cc2c(cc1-c1[nH]ncc1CN1C[C@H]3CC[C@H]1C3)OCO2	1.9	-17.9	-3.5	4.2	-5.5	·	-5.4	9.5
Cn1ccc(/C=N/N=C2/NC(=O)CS2)n1	-5.8	11.2	-17.9	·	-0.5	3.7	-1.6	2.7
N#C/C(=C/c1ccc([N+](=O)[O-])cc1)C(=O)Nc1ccccc1O	0.4	-39.0	·	·	-41.2	·	1.1	-16.6

Arranged by value in LGR2 inh (smallest number first): 3 from the list above.
Molecule,LGR2 inh
N#C/C(=C/c1ccc([N+](=O)[O-])cc1)C(=O)Nc1ccccc1O,-41.2
O=C(Nc1ccc2nccnc2c1)Nc1ccccc1Cl,-39.9
O=C(N[C@@H]1CC[C@@H](CCn2cc(-c3ccc(F)cc3)nn2)O[C@@H]1CO)c1cnccn1,-2.2

(listing goes on)
SMILES	PglD inh	PAX8 reporter	INS-1E GSIS act	C2C12 statin	LGR2 inh	PGC1a acetyl inh	Cneo AK release	ARNT-TACC3 inh
C=CCONC(=O)Cc1ccccc1	-6.1	-19.2	18.5	9.1	-7.6	9.3	-4.4	1.4
CCCn1c(SCC(=O)N2CCCCC2)nc2c1c(=O)n(C)c(=O)n2C	-3.0	-3.5	12.4	-8.9	16.7	-0.2	1.0	-0.3
O=C(CNC(=O)c1cccc(F)c1)N/N=C/c1cccc([N+](=O)[O-])c1	·	-0.4	-13.0	·	17.2	·	·	3.2
Cc1cc(NC(=O)OC(C)C)ccc1-c1ccc(NC(=O)OC(C)C)cc1C	-4.1	2.0	-13.4	5.9	-11.9	·	2.9	-3.0
C=CCc1c(C)nc(-c2ccccc2)nc1N/N=C(\C)c1ccccc1	4.7	38.5	-0.8	·	-20.7	16.2	4.5	-0.1
C[C@H](CO)N1C[C@H](C)[C@H](CN(C)Cc2ccc(C(=O)O)cc2)Oc2ccc(NC(=O)NC3CCCCC3)cc2C1=O	-2.7	-18.2	7.5	0.5	1.1	6.5	-0.1	-0.7
O=C1CCCN1c1ccc(S(=O)(=O)N2CCC(c3ccccc3)CC2)cc1	1.5	·	·	-11.4	·	0.5	-0.9	2.8
Cc1ccc(NC(=O)CSc2n[nH]c(-c3ccccn3)n2)cc1	11.4	6.3	11.9	?	9.0	14.8	1.0	69.5*
CCOC(=O)C1CCCN(C(=O)C2CCCN(S(=O)(=O)c3ccc4c(c3)oc(=O)n4C)C2)C1 (stereo not drawn)	-0.2	6.5	·	10.8	-5.1	0.8	-0.6	-2.6
C[C@@H]1CN([C@H](C)CO)C(=O)c2cc(C#C[C@@H](C)O)cnc2O[C@@H]1CN(C)C(=O)c1ccc(F)cc1	4.1	·	11.0	-3.2	-9.1	6.6	-14.7	2.6
CN1c2ccc(-c3ccccc3)cc2[C@H]2[C@H](CCN2C(=O)c2ccc(F)cc2)[C@H]1CO	-2.0	39.0	-20.3	31.6	1.5	-6.6	-10.8	-3.2
CCOC(=O)[C@@H]1[C@H]2COc3ccccc3[C@H]2N2C(=O)N(c3cccc(Cl)c3)C(=O)[C@@]12C	2.6	·	·	22.3	·	·	8.0	24.8
CC1CCN(C(=O)CCc2nnc3ccc(NCc4ccco4)nn23)CC1	-1.3	12.1	·	-2.9	-3.9	2.0	2.0	-1.1
CC(C)(C)c1ccc(/C=C2\Oc3cc(O)ccc3C2=O)cc1	·	-120.5	-54.2	-8.8	-78.8	·	·	-6.2
Cc1cc(C)nc(NS(=O)(=O)c2ccc(NC(=O)CCCN3C(=O)c4ccccc4C3=O)cc2)n1	-2.3	·	·	8.2	·	0.1	2.2	-4.0
O=C(NCC(c1ccco1)N1CCc2ccccc2C1)c1cccc(F)c1 (stereo not drawn)	3.0	-3.5	7.0	25.3	-0.8	·	-7.0	7.2
NCCCC[C@H]1CN=C(N)N1CCc1cccc2ccccc12	0.3	-30.3	2.8	-0.6	-12.9	-5.0	-0.8	8.4
COc1cc(SC)ccc1C(=O)NCCc1ccccc1	·	-335.9	6.2	5.3	-91.2	·	·	-4.7
COCC(=O)N1CCCCN2[C@@H](CO)[C@H](c3ccc(C#Cc4ccc(OC)cc4)cc3)[C@@H]2C1	1.7	-4.2	-11.2	·	-1.8	9.4	1.3	5.7
CCn1c(C)nc2cc(C(=O)NN=Cc3ccccc3OC(F)F)ccc21	6.2	-161.6	-8.0	0.1	-71.5	9.5	-4.9	-7.6
C[C@@H]1CN([C@@H](C)CO)C(=O)c2cc(NC(=O)Nc3ccc(F)cc3)ccc2O[C@H]1CN(C)C(=O)Nc1cccc2ccccc12	-3.0	-1.6	-0.8	6.2	-7.5	-1.8	-0.2	-0.7
COc1ccc(F)cc1CN1CCN(CC(=O)N2CCc3ccccc32)CC1	3.6	8.7	-9.7	-34.2	-3.8	?	0.8	14.0
Cc1ccc(Nc2ccccc2)nn1	3.7	-19.9	·	-0.1	·	2.5	1.7	-2.2
COc1ccc(C(=O)CSc2ccccc2C(=O)O)cc1	·	-46.0	1.8	·	·	-1.1	·	-1.6
C/C(=N\NC(=O)c1cc(C)[nH]n1)C(C)(C)C	·	-25.1	-2.7	·	7.0	·	·	3.8
C[C@H]1CN([C@@H](C)CO)S(=O)(=O)c2ccc(-c3ccc(F)cc3)cc2O[C@H]1CN(C)C	2.9	·	11.5	-2.3	-9.2	-1.9	4.9	-5.3
C=CCCC(=O)N1CCC(n2nccc2NC(=O)c2ccc(OC)cc2)CC1	-2.8	-19.1	-1.0	8.3	9.4	·	-0.2	2.2
O=C(CSc1ccc2nnc(-c3ccncc3)n2n1)Nc1ccccc1F	-4.9	-0.4	-1.1	-0.7	-5.7	7.9	2.6	3.5
Cc1cccc(C)c1NC(=S)N(CCc1ccncc1)C(C)C	·	-0.4	0.2	·	-5.8	0.2	·	5.3
O=C(Nc1ccc(S(=O)(=O)NCc2ccccc2)cc1)c1ccccc1[N+](=O)[O-]	·	13.8	0.6	·	-4.3	·	·	9.6
COc1ccc(-c2cn3c(n2)CCC3)cc1	-2.0	·	13.2	16.9	·	-8.4	-0.7	14.2
CNC(=O)C[C@H]1CC[C@@H]2[C@H](COC[C@H](O)CN2C(=O)Nc2ccc(Cl)c(Cl)c2)O1	0.2	-28.7	-29.1	23.2	10.7	2.5	-5.0	1.3
COc1ccc(C2=NN(C(=O)CSc3nccn3C)C(c3ccco3)C2)cc1 (stereo not drawn)	7.5	41.2	30.8	-9.5	-22.7	2.0	-5.2	0.4
COc1ccc(CCNC(=O)COC(=O)c2ccc(F)c(S(=O)(=O)N3CCOCC3)c2)cc1	3.5	-12.5	-5.4	-1.0	-7.6	·	0.6	·
CC1=C(C(=O)N(C(C)C)C(C)C)CC(CC(=O)NCc2cccs2)C(=O)N1Cc1ccc(F)cc1 (stereo not drawn)	-2.3	13.5	-13.2	0.2	13.1	4.9	2.0	·
Cc1ccc(-c2nnc(N3CC(C)OC(C)C3)c3ccccc23)cc1 (stereo not drawn)	·	20.7	-29.4	·	16.0	-1.5	·	2.1
O=C(COc1ccc2c(-c3ccccc3)cc(=O)oc2c1)N[C@H](Cc1c[nH]c2ccccc12)C(=O)O	3.5	·	·	-7.3	·	-9.7	1.1	5.2
O=C(NC1CCCCCC1)C1CCN(C(=O)c2ccc(Cl)cc2)CC1	-0.1	9.1	17.4	8.6	0.8	6.7	0.8	6.8
C[C@H](CO)N1C[C@H](C)[C@H](CN(C)CC2CC2)Oc2ccc(NS(=O)(=O)c3ccc(Cl)cc3)cc2CC1=O	-1.5	·	-1.9	-2.2	6.1	-9.9	6.0	0.7
CCCCc1ccc(NC(=S)NCCc2ccc(S(N)(=O)=O)cc2)cc1	1.4	21.7	-29.1	-3.8	12.4	-0.5	-1.0	-6.4
COc1ccccc1S(=O)(=O)N[C@@H]1CC[C@@H](CCNC(=O)C2CCOCC2)O[C@@H]1CO	3.7	·	1.4	7.0	1.7	-0.7	-1.9	-5.5
Fc1ccc(C2CC(c3ccco3)n3ncnc3N2)cc1 (stereo not drawn)	3.2	24.2	4.3	2.7	9.5	4.3	0.3	-1.6
Cc1noc(C)c1NC(=O)Nc1ccc2c(c1)C(=O)N(C)[C@@H]1CC[C@H](CC(=O)N(C)C)O[C@@H]1CO2	1.0	0.6	-3.9	28.9	10.9	0.1	4.2	4.8
